14-3-3 Bad PPI – disrupts binding of bovine 14-3-3 zeta to phospho-Bad peptide | P63103 | TR-FRET 14-3-3zeta/Dy647-pBad peptide displacement, 1 h | inhibition, % at 21.7 µM | 220,000 compounds, 0.71% hits;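 active = inhibition above about 70%, limit read from the data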;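 also: 0% = full 14-3-3 plus peptide FRET controls and 100% = background without 14-3-3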
Target sequence (P63103 whole entry, looked up): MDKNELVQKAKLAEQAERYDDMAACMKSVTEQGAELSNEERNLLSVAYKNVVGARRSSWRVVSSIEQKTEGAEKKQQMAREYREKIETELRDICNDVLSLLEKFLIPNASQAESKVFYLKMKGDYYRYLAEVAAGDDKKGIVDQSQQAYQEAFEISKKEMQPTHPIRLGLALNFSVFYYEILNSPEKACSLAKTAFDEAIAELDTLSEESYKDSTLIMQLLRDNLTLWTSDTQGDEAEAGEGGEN
Hck-Nef inh – blocks Nef-activated human Hck kinase; 220,000 compounds, 0.68% hits; Recombinant Hck-YEEI plus Nef, Z-Lyte FRET kinase assay; AID 463187; inhibition, % at 20 µM;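 active = Hck-Nef kinase inhibition above about 50%, limit read from the data; inactive = inhibition below that limit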;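 also: 0% = DMSO with Hck plus Nef and 100% = Hck alone without Nef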
Target sequence (P08631 whole entry, looked up): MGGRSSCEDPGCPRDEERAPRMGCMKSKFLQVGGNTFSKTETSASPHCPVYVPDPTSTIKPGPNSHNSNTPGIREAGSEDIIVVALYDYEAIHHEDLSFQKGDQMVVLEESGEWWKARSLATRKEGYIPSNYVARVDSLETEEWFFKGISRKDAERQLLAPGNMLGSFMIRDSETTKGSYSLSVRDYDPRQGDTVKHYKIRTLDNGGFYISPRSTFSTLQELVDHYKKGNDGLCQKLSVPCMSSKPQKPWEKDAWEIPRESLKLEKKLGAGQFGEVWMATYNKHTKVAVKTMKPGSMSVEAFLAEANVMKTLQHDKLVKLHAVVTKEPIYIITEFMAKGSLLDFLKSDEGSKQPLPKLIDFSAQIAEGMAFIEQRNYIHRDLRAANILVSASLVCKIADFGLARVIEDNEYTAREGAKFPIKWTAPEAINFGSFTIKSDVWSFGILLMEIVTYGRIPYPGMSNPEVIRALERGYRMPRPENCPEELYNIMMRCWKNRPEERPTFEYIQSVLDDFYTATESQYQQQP
Wee1 stabilizer – human Wee1 degradation inhibition, primary screen. HeLa Luc-Wee1K328M stability, luciferase luminescence; 100% = proteasome inhibitor MG132 effect. reporter increase, % at 5 µM. 220,000 compounds, 1.2% hits. AID 1321;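 active = activation above the mean of all tested compounds plus 3 SD, set per screening run, cut at about 8.8% in these data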;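 also: cells exposed to compound for 20 h before luminescence read; 0% = DMSO alone and 100% = MG132 at 30 µM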
FXIa inh – blocks human coagulation factor XIa protease activity | P03951 | purified FXIa, Boc-Glu-Ala-Arg-AMC fluorogenic substrate | inhibition, % at 5 µM | 220,000 compounds, 0.14% hits | AID 798;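 active = inhibition of at least 40%; inactive = inhibition below 40%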;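 also: fluorescence of freed AMC excited at 355 nm; 0% = enzyme without compound and 100% = no enzyme blank; many of its hits are not listed in these tables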
KLK5 inh – inhibitors of human kallikrein 5; Q9Y337; recombinant hK5, fluorogenic AMC substrate cleavage; inhibition, % at 5 µM; 210,000 compounds, 0.59% hits;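 active = inhibition of 40% or more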;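 also: 0% = enzyme controls without compound and 100% = no-enzyme blanks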
Target sequence (Q9Y337 67-293 limits assumed): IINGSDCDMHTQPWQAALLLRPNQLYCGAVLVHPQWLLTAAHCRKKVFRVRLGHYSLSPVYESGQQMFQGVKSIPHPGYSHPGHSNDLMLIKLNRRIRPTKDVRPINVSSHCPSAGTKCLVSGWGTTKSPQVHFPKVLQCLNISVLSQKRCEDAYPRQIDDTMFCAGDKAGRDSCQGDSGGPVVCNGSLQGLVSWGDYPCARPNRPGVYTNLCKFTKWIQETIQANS
Thrombin inh – inhibitors of human thrombin. P00734. alpha-thrombin, Boc-VPR-AMC fluorogenic substrate cleavage. inhibition, % at 5 µM. 220,000 compounds, 0.26% hits. AID 1046;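 active = inhibition at or above 40%; inactive = inhibition below 40%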;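 also: 0% = enzyme with no compound and 100% = wells without enzyme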
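Material: Human alpha-thrombin protein | Buffer or medium: pH 7.5 Tris-saline with Tween 20 | Reagent: Boc-VPR-AMC substrate, 15 µM final | Schedule: Reaction at ambient temperature | Detection: AMC fluorescence at 355 nm excitation and 460 nm emission | Evaluation: Percent inhibition scaled between no-compound controls and no-enzyme blanks | Controls: no-compound enzyme wells and no-enzyme blanks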
Runt-SMMHC FRET – blocks binding of human RUNX1 Runt domain to CBFb-SMMHC; 220,000 compounds, 0.74% hits; inhibition, % at 20 µM; Cerulean-Runt/Venus-CBFb-SMMHC FRET ratio 530/480, 1 h; Q01196+Q13951;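 active = mean inhibition across duplicate retests at 20 µM reaching about 50%, limit read from the data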;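 also: 0% = DMSO wells and 100% = wells with excess untagged CBFb-SMMHC; inhibitors lower the FRET ratio by blocking Runt binding to CBFb-SMMHC; some results filed as inactive read as strong as hits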
Runt-CBFb FRET – blocks binding of human RUNX1 Runt domain to CBFb; Q01196+Q13951; AID 1496; 220,000 compounds, 0.46% hits; inhibition, % at 20 µM; Cerulean-Runt/Venus-CBFb FRET ratio 530/480, 1 h;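 active = inhibition over about 50% at 20 µM in the single-dose screen, limit read from the data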;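 also: 0% = DMSO wells and 100% = excess unlabeled CBFb competitor control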
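Measured by: fluorescence energy transfer, 422 nm excitation, 530/480 nm emission; test system: Cerulean-tagged RUNX1 Runt domain (FRET donor) fusion protein; buffer or medium: Tris pH 7.5 buffer with BSA; compound: one dose, 20 µM compound, 1% DMSO; times: two 1 h room-temperature incubations shielded from light; benchmarks: unlabeled CBFb 5 µM, positive control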
FXIIa inh – factor XIIa (human) inhibition. P00748. inhibition, % at 5 µM. purified FXIIa, Boc-QGR-AMC fluorogenic substrate, 2 h. AID 800. 220,000 compounds, 0.3% hits; in the data active = inhibition above about 40%;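 also: 0% = enzyme with no compound and 100% = blank without enzyme; many of its hits are not listed in these tables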
Active calls of the source: *; nt = not tested or not shown; [ ] = remark or other dose.

SMILES	14-3-3 Bad PPI	Hck-Nef inh	Wee1 stabilizer	FXIa inh	KLK5 inh	Thrombin inh	Runt-SMMHC FRET	Runt-CBFb FRET	FXIIa inh
O=C(O)CN1CCN(Cc2ccc(F)cc2Cl)C1=O	11.7[fluorescence artefact?]	-0.5	-2.3	-4.3	-9.7	-3.8	-0.2	nt	3.1
CC(=O)C(Sc1nn(C)c(=S)s1)C(=O)Nc1ccccc1 (centres undefined)	28.4	0.0	3.0	2.5	-5.1	-12.0	2.9	1.9	6.9
CN1CCN(c2ccc(Cl)cc2NC(=O)/C=C/c2ccc(F)cc2)CC1	-1.7	-8.6	-2.6	-0.3	3.0	-4.4	2.1	-1.2	6.6
CC(=O)c1ccc(NC(=O)C(C)OC(=O)COc2ccc(C#N)cc2)cc1 (centres undefined)	-5.3	3.6	3.6	8.7	-2.5	-0.9	3.9	-1.1	21.2
OC1CCCN(Cc2nc(Cc3ccccc3Cl)no2)C1 (centres undefined)	-9.4	21.1	4.5	0.4	2.9	-9.9	1.9	3.4	9.7
CN(C)c1nc(Nc2ccccc2)nc(N(C)C)n1	80.1*	0.9	0.1	-2.3	0.1	-2.5	-4.5	-0.3	13.1
CC(=O)Nc1coc2ccc(Br)cc12	-6.6	-0.8	-0.7	1.3	-6.4	4.2	-1.0	-1.5	12.7
COC(=O)c1c(NC(NC(=O)c2ccccc2)(C(F)(F)F)C(F)(F)F)sc2c1CCN(C)C2	4.7	-8.4	3.7	5.2	-4.9	4.2	61.6	14.2	11.0
COc1ccccc1-c1noc(CCC(=O)Nc2cccc(C)c2)n1	8.6	-0.6	0.5	5.7	-17.5	5.3	0.5	0.9	15.8
O=C(CSc1cn(Cc2ccccc2)c2ccccc12)N1CCOCC1	3.7	23.5	-0.7	-3.2	-0.7	1.7	-1.0	2.5	13.0
CCc1cccc(CC)c1NC(=S)NCC(c1cccnc1)N1CCOCC1 (centres undefined)	-9.5[fluorescence artefact?]	3.1	1.1	2.2	-7.1	-1.0	-1.6	3.3	6.6
O=C(COC(=O)C1CC(=O)N(c2ccc3c(c2)OCCO3)C1)NC1CCCc2ccccc21 (centres undefined)	6.0[fluorescence artefact?]	0.3	-3.0	3.1	3.8	1.3	3.1	-1.2	13.9
CCn1c(=O)c(C(=O)NCc2ccc(OC)cc2)c(O)c2ccccc21	-6.4	0.1	-3.5	3.7	3.1	2.8	0.7	-3.9	6.3
COc1ccc(NC(=O)CSc2c3c(nc4cc(Cl)ccc24)CCCC3)cc1OC	-6.2	2.0	-1.4	12.1	-4.1	-0.7	-5.0	-2.5	4.1
CCOC(=O)c1sc(N)c(C#N)c1CSc1nnc(C2CCCCC2)n1N	4.7	1.5	-3.0	-4.9	23.4	-5.5	5.8	4.3	5.9
CC(=O)Nc1c(O)nc(SCC(=O)Nc2cccc(C)c2)[nH]c1=O	11.1	0.9	0.1	5.0	-2.2	-4.5	1.1	1.0	11.6
COc1ccc(CC(=O)NC(C)c2nnc(SCCC(=O)Nc3ccccc3)n2C)cc1 (centres undefined)	-5.2	9.9	-1.6	9.6	-10.9	2.3	0.1	1.9	12.6
O=C(NCc1ccco1)c1ccc2nc3sc4c(c3c(=O)n2c1)CCCC4	6.2[fluorescence artefact?]	10.6	2.6	-3.1	-123.4	-2.6	63.3*	63.4*	-20.8
Cc1cccc(NC(=O)NNC(=O)c2c(Cl)c(C)nn2C)c1	4.8[fluorescence artefact?]	0.3	-3.1	-2.2	-9.5	-5.0	-3.0	1.0	9.2
Cc1ccc(C)c(NC(=O)CSc2nnc(CSc3nc(C)cc(C)n3)n2Cc2ccco2)c1	-6.2	2.2	1.9	2.5	-7.4	3.5	0.0	2.8	10.7
O=C(CSc1ncccn1)NC(=O)Nc1ccc2c(c1)OCCO2	-0.1	15.8	-2.3	4.3	6.5	-5.2	-0.8	2.0	12.7
COc1ccccc1/C=C/C(=O)OCc1nc2ccccc2c(=O)[nH]1	-8.0	2.2	-3.1	-2.7	-2.4	-7.6	0.1	-2.3	6.2
COc1ccc(NC(=S)N2CCC(N(C)CCN3CCOCC3)CC2)cc1	-10.2[fluorescence artefact?]	-0.1	-4.1	3.3	-32.0	1.8	2.8	0.1	11.6
C=C(C)c1cccc(C(C)(C)NC(=O)N2CCN(c3ccccc3OC)CC2)c1	5.3	3.3	1.5	5.4	-4.3	0.5	-0.1	-3.3	12.2
Cc1sc2c(c1C)C(=O)NC(c1ccccc1F)N2 (centres undefined)	0.9	-13.0	2.2	-1.6	0.9	-7.4	8.1	36.3	-0.3

Next part; the last two above are carried over.
SMILES	14-3-3 Bad PPI	Hck-Nef inh	Wee1 stabilizer	FXIa inh	KLK5 inh	Thrombin inh	Runt-SMMHC FRET	Runt-CBFb FRET	FXIIa inh
C=C(C)c1cccc(C(C)(C)NC(=O)N2CCN(c3ccccc3OC)CC2)c1	5.3	3.3	1.5	5.4	-4.3	0.5	-0.1	-3.3	12.2
Cc1sc2c(c1C)C(=O)NC(c1ccccc1F)N2 (centres undefined)	0.9	-13.0	2.2	-1.6	0.9	-7.4	8.1	36.3	-0.3
Cn1c(=O)[nH]c(=O)c2c1nc(Br)n2CCCO	-2.4	1.2	-2.2	-4.2	0.2	-2.6	-2.2	-0.9	-0.9
CS(=O)(=O)N1CCC(C(=O)Nc2cccc([N+](=O)[O-])c2)CC1	6.4	-16.9	3.6	-3.1	-3.8	-4.8	-2.8	3.7	3.1
CCc1ccc(C(=O)NNc2cc(Cl)cc(Cl)c2)cc1	-1.2	-5.9	1.3	6.9	3.0	2.0	-1.2	2.1	9.5
O=C1NC(c2ccc(Cl)cc2)Nc2ccccc21 (centres undefined)	-3.7	10.1	-1.2	13.0	11.8	36.0	2.4	0.9	13.1
CCn1c(N2CCN(C(=O)NC3CCCCC3)CC2)nc2ccccc21	-5.9	16.4	-0.3	-0.8	-10.8	-3.3	-0.1	0.3	4.8
Cc1cc(NC(=O)c2ccc3c(c2)OCCO3)no1	-1.7	3.1	0.9	-1.8	-8.2	1.6	-1.8	0.8	16.0
O=C(NCCN1CCc2ccccc2C1)Nc1ccc([N+](=O)[O-])cc1	5.4	-18.5	-1.3	-0.7	3.5	0.9	0.4	-0.9	7.6
CCC(C)NC(=S)NNC(=O)c1ccncc1 (centres undefined)	-19.0	20.4	0.1	24.5	3.4	-8.8	-5.9	0.7	11.9
c1ccc(CNCC2COc3ccccc3O2)cc1 (centres undefined)	30.2[fluorescence artefact?]	10.7	0.3	0.0	-9.3	1.4	2.8	1.6	6.7
COC(=O)N1C/C=C\C(c2ccc(OC)cc2)N(Cc2ccc(F)cc2)C(=O)C1 (centres undefined)	1.1	33.4	nt	3.9	5.7	4.9	2.7	0.7	12.1
CN(C)c1cccc(C(=O)OCC(=O)Nc2ccccc2Cl)c1	-14.9	17.0	-1.2	-1.4	-1.2	-6.4	-5.3	0.9	9.5
CCc1ccc(NCCC(=O)c2ccc(Br)cc2)cc1	15.0	0.1	0.1	7.3	-10.8	-0.4	-0.8	-1.9	9.1
CSc1nc2cc(C)nn2c(-c2ccccc2Cl)c1C#N	-1.6	7.2	-2.1	-21.9	5.0	-7.5	1.3	2.4	-38.5
CN(C)/C=N/c1ncc(C(=O)c2ccccc2)s1	13.2	9.4	5.1	-0.7	-4.0	-1.2	3.2	2.0	11.0
Cc1ccccc1C(=O)NNC(=S)Nc1cccc(C(F)(F)F)c1	3.5	-0.9	4.6	0.7	-57.1	-6.2	-2.8	0.0	0.4
Cc1sc2nc(CN(C(=O)c3cccs3)C3CCCC3)[nH]c(=O)c2c1C	7.2[fluorescence artefact?]	2.4	1.0	-4.5	-26.6	-1.8	0.1	-3.0	-3.5
Cc1[nH]c2ccccc2c1SCc1nnc(SCc2ccc(Cl)cc2)n1C	-16.3	4.5	-1.0	-0.3	-3.5	-7.7	6.2	0.7	0.0
CCOC(=O)NS(=O)(=O)c1ccc(CCNC(=O)c2cc(C)on2)cc1	-9.8	2.1	-1.8	3.9	-11.5	-4.6	0.1	-2.0	3.0
CCOC(=O)N1CCC(NC(=O)c2cc(S(=O)(=O)N3CCCCC3)ccc2F)CC1	-19.2	20.1	-2.8	0.3	2.8	-5.5	2.2	-1.9	9.8
COc1ccc(/C=C/C(=O)NCC(=O)N2CCC(N(C)CCN3CCOCC3)CC2)cc1OC	7.4	-28.2	-0.3	-3.7	1.9	-2.4	0.0	1.8	9.9
COc1cc2c(cc1OC)C(C)N(C(=O)c1cc3ccccc3o1)CC2 (centres undefined)	-4.7	0.8	-1.6	-7.0	-15.5	-2.9	0.8	0.3	9.9
CC(=O)N/C(N)=N/c1nc2cc([N+](=O)[O-])ccc2o1	-5.0	-42.0	6.3	13.0	5.7	3.3	1.5	-0.7	7.4
CC1(C)CC(=O)C2=C(C1)N(c1ccc(F)cc1)C(=O)CC2c1cccnc1 (centres undefined)	4.4	-3.4	0.8	-16.1	28.4	-8.8	0.4	2.0	-6.6
Cc1ccc2nc(NC(=O)CCn3c(=O)sc4ccccc43)sc2c1	2.9	-0.8	1.8	3.1	-21.7	-3.4	1.3	-4.2	11.0
Cc1ccccc1NC1=C/C(=N\S(=O)(=O)c2cccs2)c2ccccc2C1=O	7.1[fluorescence artefact?]	3.8	-1.5	2.7	-5.2	-0.1	-1.2	0.9	3.4

Following part
SMILES	14-3-3 Bad PPI	Hck-Nef inh	Wee1 stabilizer	FXIa inh	KLK5 inh	Thrombin inh	Runt-SMMHC FRET	Runt-CBFb FRET	FXIIa inh
O=C(CCC1CCCC1)N1CCC(N2CCCCCC2)CC1	20.3	0.5	11.9*	-6.4	-6.7	-2.6	-2.1	-2.5	2.3
Cc1cc(OCCCCCNCCO)ccc1Cl	13.3	0.7	-0.5	7.8	-24.6	-0.2	-1.7	0.2	7.0
CCOC(=O)N1CCN(C(=O)CSCc2ccccc2C)CC1	-14.7[fluorescence artefact?]	0.0	-0.8	-5.1	-1.6	3.5	-0.7	-0.5	1.7
CCOC(=O)N1CCN(c2c(N3CCC(N4CCCCC4)CC3)c(=O)c2=O)CC1	7.2	5.9	-3.4	2.7	-3.8	-0.1	-2.8	2.1	9.3
O=C(CSc1nnc(CSc2nc3ccccc3s2)o1)NC1CCCCC1	-0.6	1.7	-1.2	0.8	13.8	-0.9	2.8	-0.3	-5.6
CCN(CC)CCNC(=O)Cn1cnc2sc(C)c(S(=O)(=O)N3CCOCC3)c2c1=O	14.0[fluorescence artefact?]	-0.6	2.2	4.3	-26.7	1.3	-4.4	-6.6	6.0
Nc1ccc(C(=O)Oc2ccc([N+](=O)[O-])cc2)c(O)c1	-5.5	-17.8	3.5	-9.7	-0.2	-0.1	-0.9	4.5	0.7
O=C(O)COc1ccccc1/C=N/NC(=O)CNC(=O)c1ccc(F)cc1	9.0	11.1	-1.9	0.9	-0.5	-3.8	-6.2	0.9	6.2
CCn1c(/C=C\c2ccccc2C)nc2ccccc2c1=O	4.3	25.3	2.6	0.3	-0.3	-8.1	0.0	-2.2	9.2
